5HT1a ag = human 5-HT1a receptor agonists, primary screen, cell-based, CHO, Ga15 NFAT-bla reporter. 5-hydroxytryptamine receptor 1A (Homo sapiens), P08908. CHO 5-HT1a Ga15 NFAT-bla reporter, FRET ratio; 0% basal, 100% maximal reference agonist. activation, % at 10 µM. 65,000 compounds, 0.56% hits. AID 567, 2006;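 active = activation above the screen-wide mean activation plus 3 SD, cut at about 19% in these data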;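 note: 0% = DMSO wells and 100% = 5-CT at EC100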
SF-1 act = activators of human SF-1, primary screen, cell-based, CHO-K1, Gal4-SF-1 LBD, luciferase luminescence. activation, % at 10 µM. Steroidogenic factor 1 (Homo sapiens), Q13285. 65,000 compounds, 1.9% hits. CHO-K1 Gal4-SF-1 LBD luciferase reporter; % increase over DMSO SF-1-specific signal. AID 522, 2006;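 active = activation above the mean activation of all tested compounds plus 3 SD, cut at about 50% in these data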
Target sequence (Q13285 whole entry, looked up, the tested form may be a part): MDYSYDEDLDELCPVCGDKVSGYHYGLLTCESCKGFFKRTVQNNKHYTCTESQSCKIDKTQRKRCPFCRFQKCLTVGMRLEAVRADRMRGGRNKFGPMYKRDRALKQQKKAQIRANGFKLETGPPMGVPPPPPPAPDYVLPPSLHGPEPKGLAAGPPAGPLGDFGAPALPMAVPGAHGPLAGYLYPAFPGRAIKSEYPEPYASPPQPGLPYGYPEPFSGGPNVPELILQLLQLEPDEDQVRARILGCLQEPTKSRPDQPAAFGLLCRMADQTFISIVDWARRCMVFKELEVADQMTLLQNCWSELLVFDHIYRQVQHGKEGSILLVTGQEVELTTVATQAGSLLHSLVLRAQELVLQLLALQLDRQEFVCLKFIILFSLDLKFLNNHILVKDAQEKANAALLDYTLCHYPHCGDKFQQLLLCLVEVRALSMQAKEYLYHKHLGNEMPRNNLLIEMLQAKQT
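Test system: CHO-K1 cells with Gal4–hSF-1 LBD chimera plus Gal4-driven luciferase; Input: 4,000 cells/well; Compound: 10 µM only; Times: 20 h compound treatment, 37 °C; Measured by: steady-glow luciferase luminescence, read after 15 min reagent incubation; Measure: percent activation versus DMSO; Control set: DMSO and mock-transfected background; Replicates: one test per compound.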
5-HT1A blocker = human 5-HT1a receptor antagonists, primary screen, cell-based, CHO, Ga15 NFAT-bla reporter; inhibition, % at 10 µM; CHO 5-HT1a Ga15 NFAT-bla reporter, antagonist mode; AID 612, 2007; 62,000 compounds, 0.68% hits; 5-hydroxytryptamine receptor 1A (Homo sapiens), P08908;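 active = inhibition above the mean of all tested compounds plus 3 SD, cut at about 43% in these data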;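 note: receptor stimulated by 5-CT agonist at 100 nM near EC80; beta-lactamase reporter measured by ratiometric fluorescence of a cleavable substrate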
5HT1E ag = 5-HT1E receptor agonists, primary screen, cell-based, HTS; CHO 5-HT1E Ga15 NFAT-bla reporter, FRET; 0% DMSO wells, 100% control agonist wells; activation, % at 6 µM; 65,000 compounds, 0.69% hits; 5-hydroxytryptamine receptor 1E (Homo sapiens), P28566;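 active = activation above a set limit, the screen-wide mean activation plus 3 SD, cut at about 8.5% in these data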;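 note: 100% = positive control agonist at 1 µM giving full maximal response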
RORa activator = activators of orphan receptor RORA, primary screen, cell-based, luminescence | CHO-K1 Gal4-RORA LBD luciferase reporter; percent increase over mock-subtracted basal signal | activation, % at 10 µM | Nuclear receptor ROR-alpha (Homo sapiens), P35398 | 65,000 compounds, 1.5% hits;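 active = activation above the mean of all tested compounds plus 3 SD, cut at about 49% in these data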;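 note: 0% = DMSO-treated RORA cells and 100% = added signal equal to DMSO minus mock-transfected cells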
Target sequence (P35398 whole entry, looked up, the tested form may be a part): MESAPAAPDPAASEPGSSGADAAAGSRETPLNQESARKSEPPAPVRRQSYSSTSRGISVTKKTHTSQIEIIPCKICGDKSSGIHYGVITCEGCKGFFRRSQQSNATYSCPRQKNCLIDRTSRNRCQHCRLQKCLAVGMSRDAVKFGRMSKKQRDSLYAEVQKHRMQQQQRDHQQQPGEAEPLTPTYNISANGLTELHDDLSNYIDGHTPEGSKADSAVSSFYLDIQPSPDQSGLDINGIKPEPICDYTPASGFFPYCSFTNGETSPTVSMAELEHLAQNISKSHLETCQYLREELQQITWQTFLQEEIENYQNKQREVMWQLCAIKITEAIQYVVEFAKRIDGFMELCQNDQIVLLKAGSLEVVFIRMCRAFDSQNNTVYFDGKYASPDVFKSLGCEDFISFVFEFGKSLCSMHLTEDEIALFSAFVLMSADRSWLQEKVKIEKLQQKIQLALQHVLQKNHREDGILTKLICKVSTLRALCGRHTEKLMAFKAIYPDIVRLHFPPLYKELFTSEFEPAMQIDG
tolC growth inh = growth inhibitors of E. coli tolC mutant, primary screen, strain BW25113 ΔtolC::kan, 384-well; 65,000 compounds, 2.2% hits; growth inhibition, % at 10 µM (by protocol); OD615;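 active = growth inhibition at or above a cutoff equal to the mean over every tested compound plus 3 SD, cut at about 60% in these data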;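 note: growth measured after 20 h incubation at 37 °C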
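Doses: one dose of 10 µM final / Material: E. coli BW25113 ΔtolC::kan, tolC deletion mutant strain / Buffer or medium: LB with kanamycin 50 µg/mL / Evaluation: percent growth inhibition / Detection: optical density read at 615 nm / Incubation: 37 °C, 20 h exposure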
NADH enzymes = inhibitors of PK/LDH coupling enzymes, profiling panel, artefact control, biochemical, MLSMR library. IC50, µM (doses to about 10 µM), without a hit: at the top dose inhibition. coupled PK/LDH NADH assays, four targets. 65,000 compounds, 0.02% hits;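 active = single-dose screening hits from any of four coupled enzyme assays that gave an IC50 when retested across doses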;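 note: the DPM-DC format reads NADH fluorescence rather than 340 nm absorbance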
HTR1E antagonist = 5-HT1E receptor antagonists, primary screen, cell-based, HTS; 5-hydroxytryptamine receptor 1E (Homo sapiens), P28566; CHO 5-HT1E Ga15 NFAT-bla reporter, FRET, antagonist; inhibition, % at 6 µM; 65,000 compounds, 0.99% hits; AID 571, 2007;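 active = inhibition above a set limit, the mean inhibition across every tested compound plus 3 SD, cut at about 29% in these data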;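 note: signal is the 460 over 535 nm emission ratio of beta-lactamase substrate; 0% = agonist plus DMSO wells and 100% = wells without agonist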
MMP13 inh = human MMP13 inhibitors, primary screen, biochemical, FRET peptide cleavage | MMP-13 fTHP FRET cleavage, Mca fluorescence | inhibition, % at 4 µM | 65,000 compounds, 0.07% hits | AID 570, 2006;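 active = inhibition above the mean of compound-free control plate wells plus 3 SD, cut at about 14% in these data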;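 note: 0% = DMSO wells and 100% = wells with reference MMP-13 inhibitor after basal subtraction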
Starred values were filed as active, the others as inactive; x = no result given; [ ] = dose if it differs, or a comment. Hits appear at their usual frequency, and some 7.2% of all compounds hit somewhere here.

Order of values – 5HT1a ag	SF-1 act	5-HT1A blocker	5HT1E ag	RORa activator	tolC growth inh	NADH enzymes	HTR1E antagonist	MMP13 inh
- COc1ccccc1N(CC(O)CN1C(=O)NC(C)(C)C1=O)S(=O)(=O)c1ccc(C)cc1 (centres undefined)
    -1.2	-6	5	0.1	-14	-5	6%	8	6
- CCN1CCc2c(sc(NC(=O)c3ccc(S(=O)(=O)N4CCOCC4)cc3)c2C(=O)OC)C1
    0.7	3	-5	0.7	20	5	7%	7	7
- CCCS(=O)(=O)N1CCC(C(=O)NCCN2CCC(Cc3ccccc3)CC2)CC1
    -3.8	-3	-3	3.0	4	-15	2%	-5	4
- CS(=O)(=O)N(Cc1cc2ccccc2[nH]c1=O)C1CCCCC1
    0.7	10	-9	1.3	22	5	2%	-15	-8
- O=C(c1ccccc1)N(Cc1ccc2c(c1)OCO2)Cc1nc2ccccc2c(=O)[nH]1
    0.2	-5	2	0.4	-14	-6	4%	-5	-6
- O=C(CN1CCN(Cc2ccccc2)C1=O)NCc1ccc(Cl)cc1
    -2.3	-3	-9	-0.8	-14	3	4%	5	3
- CC(C)(C)c1csc(NC(=O)Cn2cnc3ccccc3c2=O)n1
    -2.8	3	-7	0.1	-6	45	2%	-13	2
- O=C(COC(=O)Cc1ccsc1)NC1CCCCCC1
    -1.5	8	0	-1.2	4	-8	7%	-1	-3
- CCCC1=C(C(=O)OCC)C(c2cc(Cl)cc(OC)c2OCC(=O)OCC)NC(=O)N1 (centres undefined)
    7.7	-3	-10	0.2	-12	83*	4%	0	-3
- Cc1ccccc1OCCN1C(=O)c2ccccc2C1=O
    -4.2	42	17	0.7	14	18	2%	4	3
- Cc1ccc(S(=O)(=O)NCCCCCC(=O)NC(C)(C)CO)cc1
    0.2	-4	-4	0.5	-7	-5	6%	3	0
- COCC(=O)NC1CCN(C(=O)Nc2ccc(Br)cc2)CC1
    -3.1	9	7	0.8	-12	-35	3%	-7	2
- COc1ccccc1CNC(=O)CCS(=O)(=O)c1cccs1
    -0.1	-9	-5	-1.6	15	-9	2%	7	0
- CC1CN(C(=O)c2cc3c(=O)n4ccccc4nc3s2)CC(C)O1 (centres undefined)
    2.3	1	-16	0.2	19	-5	9%[fluoresces]	17	-191[fluorescence artefact?]
- CC(C)OC(=O)CSc1nnc(-c2cnccn2)n1-c1ccccc1
    -0.4	5	-10	-0.1	16	-5	3%	-10	3
- CCN(CC)CCNC(=O)Cc1nn(CC)c(=O)c2ccccc12
    -3.6	15	-6	0.7	-10	-26	6%	-11	2
- COC(=O)c1ccc(C2C(C(=O)OC(C)C)=C(C)N=C3SCCC(=O)N32)cc1 (centres undefined)
    -0.7	-26	4	-0.8	3	9	2%	-2	3
- COc1ccc(-n2nc(C(=O)N3CCN(c4ccc(F)cc4)CC3)c3ccccc3c2=O)c(OC)c1
    -1.1	-1	-3	1.2	-6	0	4%	0	4
- O=C(CSc1nnc(-c2cccnc2)n1Cc1ccco1)c1ccc(Br)cc1
    1.2	-7	8	0.5	7	6	7%	-12	5
- Cn1nnnc1SCc1nc2ccccc2[nH]1
    1.5	20	2	-0.1	39	-5	10%	2	9
- O=C(NCc1ccccc1)NC1(C(=O)N2CCN(c3ccccc3)CC2)CCCCC1
    2.9	20	3	-0.7	21	-4	7%	-3	-3
- CC(C)C(OC(=O)c1cccs1)C(=O)NCc1cccs1 (centres undefined)
    -2.4	12	8	-1.0	6	5	5%	-2	0
- Cc1cc2cc(CNC(=O)C3CC3)ccc2n1C
    -3.6	-14	-3	-1.0	-12	0	3%	22	0
- COC(=O)COc1ccc(S(=O)(=O)N2CCN(c3ccccc3F)CC2)cc1C
    -1.5	-8	1	-0.6	5	4	8%	17	9
- CCCn1c(NC(=O)c2ccco2)nc2ccccc21
    -1.8	10	0	1.3	1	2	4%	-11	-3
- Cc1ccc(OCC(O)CN2CCN(Cc3ccc4c(c3)OCO4)CC2)c(C)c1 (centres undefined)
    9.7	2	10	-1.3	-12	9	4%	1	-4
- CCc1cccc2c(=O)c(C(=O)N3CCCCCC3)c[nH]c12
    -2.7	-3	-6	-0.3	-4	-8	3%	5	3
- CCN(C(=O)CN1CCN(c2ccccc2)CC1)c1c(N)n(Cc2ccccc2)c(=O)[nH]c1=O
    -5.0	-10	-7	0.8	-12	-9	8%	2	-6
- COc1cc(NC(=O)c2csc3c2CCCC3)ncn1
    -4.1	14	0	0.0	56*	-18	9%	-2	0
- CC(C)(C)C(=O)Oc1cc(N)n(S(=O)(=O)c2ccc(F)cc2)n1
    -1.8	0	4	-0.7	-2	-14	1%	-10	0
- CCC(c1nnnn1C(C)(C)CC)N(CCCO)Cc1cc2cccc(C)c2[nH]c1=O (centres undefined)
    2.9	-14	8	-0.7	-4	-1	3%	8	-3
- O=C(O)CCCC(=O)N1CC(=O)Nc2ccccc21
    -2.0	-1	-2	0.8	-2	-20	6%	-4	2
- O=C(CCC(=O)N(CC(=O)NC1CCCCC1)c1ccc2c(c1)OCO2)Nc1ccccn1
    1.6	14	-10	-0.3	18	2	6%	-2	1
- O=C(CCn1c(=O)oc2ccccc21)NCCCN1CCN(c2ccc(F)cc2)CC1
    -2.5	-7	4	0.5	-1	-5	3%	-8	1
- COc1ccc(CCNc2ncnc3c2oc2ccccc23)cc1OC
    0.1	-72	5	0.3	-84	16	6%	12	-5
- CCc1nc2oc3ccccc3c(=O)c2c(=O)n1CCOC
    -1.1	5	-4	0.3	30	-29	6%	-2	2
- COc1ccc(/C=N/n2cc(-c3ccc(OC)cc3)nc2N)cc1
    -0.1	18	-20	0.6	2	4	3%	-3	4
- Cc1cc(C)c(C#N)c(SCC(=O)Nc2nnc(-c3ccccc3)s2)n1
    -3.6	-11	9	-0.3	2	-6	4%[fluoresces]	-9	-17
- O=C(CSc1nc(N2CCCCC2)nc(N2CCCCC2)n1)NC1CCCCC1
    0.8	7	4	0.8	5	7	4%	-1	-1
- CCOc1cc2[nH]c(=O)n(CCCCC(=O)N3CCCCCC3)c(=O)c2cc1OCC
    1.2	0	-23	0.4	-4	11	4%	-7	-23
- O=C(NCCO)c1nc(NCCO)c2ccccc2n1
    -2.4	-2	-4	0.3	-5	-13	7%	9	0
- CCN(CC)c1nc(N)c2c(N)nc3c(c2c1C#N)CC(c1ccccc1)O3 (centres undefined)
    0.0	14	-3	2.3	-21	76*	10%[fluoresces]	-1	-84[fluorescence artefact?]
- COc1cccc(-c2nc(NCCN3CCOCC3)c3ccccc3n2)c1O
    2.2	38	x	-0.1	-9	21	4%	2	-1
- Cc1ccc(OCCCC(=O)N2CCOCC2)c(C)c1
    0.1	44	-12	-1.2	1	7	2%	-12	4
- COc1ccc(-c2c(C)nn3c(N4CCC(C(=O)N5CCCCC5)CC4)cc(C)nc23)cc1OC
    -0.2	1	10	1.3	-10	0	3%	-1	10
- CC1Cn2c(nnc2-c2ccccc2O)S1 (centres undefined)
    -2.2	3	-7	0.1	3	-16	0%	-4	2
- CCOc1cccc2c1OC1(C)CC2NC(=O)N1c1cccc(F)c1 (centres undefined)
    -2.4	1	10	-0.8	6	-3	0%	-5	4
- Cc1ccc(C)c(Cc2c(C)nc3c(C(=O)N4CCOCC4)cnn3c2C)c1
    -2.5	4	8	-0.2	-6	-2	10%	0	-44
- O=C(NCc1ccccc1F)c1cccs1
    -0.8	13	14	-1.0	6	8	1%	8	-1
- Cc1nnc(SCC(=O)Nc2ccc3c(c2)COC3=O)n1-c1ccccc1
    -2.9	-7	0	-1.3	-6	-2	2%	3	1
- COc1ccc(N2CCN(C(=O)c3ccc(N4C(=O)NC5CC4(C)Oc4ccccc45)cc3)CC2)cc1 (centres undefined)
    -1.4	-6	-15	0.3	-2	22	6%	-2	2
- O=C(Cn1nnc2ccccc2c1=O)Nc1ccc2c(c1)CCC2
    -1.2	20	-1	0.0	-17	13	6%	-12	0
- Cc1ccc(NC(=O)N2CCC(O)(c3ccc(Cl)cc3)CC2)cc1
    -3.1	4	-8	-1.4	4	20	4%	-4	2
- O=S(=O)(N1CCOCC1)N1CCCN(S(=O)(=O)N2CCOCC2)CC1
    0.3	-2	-5	-0.4	-11	-12	6%	-12	3
- COc1ccccc1C(=O)N(Cc1ccco1)C1CCS(=O)(=O)C1 (centres undefined)
    -5.4	-9	-1	0.0	4	-15	2%	-7	2
- c1ccc(-n2nnnc2SCc2cn3ccccc3n2)cc1
    1.1	-6	-6	-0.6	-1	19	4%	-12	0
- O=C(NCCc1nc2ccccc2[nH]1)c1ccc(F)cc1
    0.7	-19	-23	0.0	-3	7	4%	-3	5
- Cc1cc(C)n(-c2nc3c(c(=O)[nH]c(=O)n3C)n2C)n1
    1.6	-3	-4	-0.2	11	-28	7%	2	0
- CC(C)C(=O)Nc1ccc(NC(=O)c2ccccn2)cn1
    -0.2	41	6	0.9	51*	-1	3%	-6	0
- COc1ccc(CNC2CCCCC2C)c(OC)c1 (centres undefined)
    -0.3	8	19	-1.8	12	-10	6%	-2	-1

Carrying on.
Order of values – 5HT1a ag	SF-1 act	5-HT1A blocker	5HT1E ag	RORa activator	tolC growth inh	NADH enzymes	HTR1E antagonist	MMP13 inh
- CCOc1ccc(C(C)C)cc1S(=O)(=O)Nc1ccc(Cl)cn1
    -1.0	-22	-4	-0.7	-15	-2	6%	-8	2
- CC(C)n1c(CNC(=O)c2ccccc2)nc2ccccc21
    -2.0	0	-3	0.2	-7	19	1%	-3	0
- O=C(CCn1c(=O)sc2ccccc21)Nc1nccs1
    -1.1	27	-8	-1.3	53*	-15	3%	7	-1
- COc1ccc(CN2CCCCC2C(=O)Nc2ccc(OC)c(OC)c2)cc1OC (centres undefined)
    -2.3	-7	-8	0.2	-28	-3	7%	13	0
- COc1cccc(C(=O)Nc2ccc(NC(=O)C3CC3)cn2)c1
    -0.4	45	11	0.2	36	-20	6%	13	-5
- O=C1CC(c2ccccc2)n2nc(NC(=O)c3cccs3)nc2N1 (centres undefined)
    -2.8	-4	14	-0.5	-20	-27	6%	-1	-7
- O=C1C2CC=C(Cl)CC2C(=O)N1CCc1ccccc1 (centres undefined)
    -2.7	4	-1	-0.3	-5	24	0%	5	-2
- CCCCn1nc(C(=O)NC2=NCCS2)c2ccccc2c1=O
    -0.5	0	-3	-0.3	0	9	5%	-6	-2
- COc1ccc(C(=O)/C=C\N2CCOCC2)cc1
    0.7	-1	6	-1.1	12	-2	6%	-4	-1

Screening results deposited in PubChem BioAssay by several laboratories.
